High-throughput results: PubChem BioAssay, National Center for Advancing Translational Sciences (NCATS)
aGal spleen mod – inhibitors or activators of human alpha-galactosidase in spleen homogenate. 0.008% of 240,000 active. AID 2107. human spleen homogenate, 4MU-alpha-Gal fluorescence, 40 min. Potency, µM (titrated, usually from 80 µM), without a hit: at the highest dose activity change, negative = inhibition, most hits filed as inhibitors. P06280;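 further: potency means the concentration at half of the fitted maximal effect; 0% = enzyme with vehicle and -100% = no enzyme basal signal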
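Inhibition or activation of alpha-galactosidase in human spleen homogenate is scored by 4-MU fluorescence after 40 min at 37C, pH 5.0, with 1 mM substrate. AC50s come from concentration-response fitted to the Hill equation.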
TR SRC2 fluor cs – Texas Red fluorescence interference in TRb-SRC2 counter-screen; 0.29% of 280,000 active; TRb/SRC2 Texas Red total fluorescence interference; AID 1479; Potency, µM (titrated, usually from 106 µM), without a hit: top-dose fluorescence change, negative = quenching; active means well fitted curve in either direction with a large enough effect; inconclusive means small, poorly fitted or top-dose-only effect; further: potency means the concentration at half of the fitted maximal effect; on the % scale 0 is the no-effect control and ±100 the full control effect
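Human TRβ ligand-binding domain (0.6 uM) and Texas Red SRC2 peptide (20 nM) in Tris buffer with 1 uM T3 and 5% DMSO were incubated with pinned compound for 5 hr at ambient temperature. Total fluorescence was computed as S + 2P (555/632 nm).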
TRb SRC2 PPI – inhibitors of human thyroid hormone receptor beta-SRC2 interaction; P10828; TRbeta-SRC2 peptide binding, fluorescence polarization; receptor liganded with 1 µM T3; Potency, µM (highest dose often 106 µM), inactives show at the highest dose activity change, negative = inhibition, actives largely listed as inhibitors; 0.065% of 280,000 active;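 further: potency means the concentration at half of the fitted maximal effect; plate controls were bound peptide for no effect and peptide without receptor for full effect; nearly all actives have a fitted effect of over 50% in size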
Target sequence (P10828 whole entry, looked up): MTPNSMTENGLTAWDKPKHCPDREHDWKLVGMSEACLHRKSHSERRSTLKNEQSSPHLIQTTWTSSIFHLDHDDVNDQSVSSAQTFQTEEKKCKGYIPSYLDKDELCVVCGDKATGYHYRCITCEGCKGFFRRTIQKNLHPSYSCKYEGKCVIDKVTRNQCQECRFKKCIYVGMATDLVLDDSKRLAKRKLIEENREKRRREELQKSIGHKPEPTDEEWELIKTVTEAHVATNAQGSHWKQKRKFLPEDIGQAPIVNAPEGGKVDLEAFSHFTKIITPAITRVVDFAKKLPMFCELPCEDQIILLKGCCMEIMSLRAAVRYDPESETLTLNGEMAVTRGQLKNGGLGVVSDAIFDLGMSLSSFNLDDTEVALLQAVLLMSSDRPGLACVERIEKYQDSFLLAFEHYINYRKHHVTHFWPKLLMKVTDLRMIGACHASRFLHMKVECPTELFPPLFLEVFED
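Decrease in fluorescence polarization of 20 nM Texas Red SRC2 coactivator peptide flagged inhibition of its binding to 0.6 uM TRb LBD; 1 uM T3 included, incubation 5 hr, ex 555/em 632 nm.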
CBFb RUNX1 block – CBF-beta/RUNX1 interaction disruption. 230,000 tested, under 10 active. Potency, µM (titrated, usually from 59.8 µM), for inactives: at the top dose activity, negative = inhibition, hits mostly inhibitors. AlphaScreen CBFb-His/RUNX1-biotin binding, biochemical. AID 1477. Q01196+Q13951; further: % of control where 0% means no effect
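Proteins preincubated together for 20 min at RT before compound addition; 15 min later, nickel and streptavidin beads were added and left 90 min prior to AlphaScreen measurement.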
Tau fluor cs – counter-screen for tau fibril formation inhibitors; tau K18 P301L (four-repeat tau fragment) Alexa594 fluorescence, heparin fibrillization; Potency, µM (highest dose often 57.7 µM), for inactives: at the top dose activity change, negative = decrease; 0.93% of 280,000 active; further: potency means the concentration at half of the fitted maximal effect; on the % scale 0 is the no-effect control and ±100 the full control effect; nearly all actives have a fitted effect of over 55% in size
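Human K18 P301L tau (15 uM unlabeled plus 0.24 uM Alexa 594-labeled, final) in 100 mM sodium acetate pH 7 was mixed with compound and 20 uM heparin and incubated 6 hr at 37 C.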
Tau fibril FP – blocks human tau fibril formation measured by polarization; AID 1468; P10636; 0.39% of 280,000 active; K18 P301L tau heparin fibrillization, Alexa594 FP, 6 h; Potency, µM (titrated, usually from 57.7 µM), inactives show at the top dose activity, negative = inhibition, hits mostly inhibitors; further: potency means the concentration at half of the fitted maximal effect; on the % scale 0 is the no-effect control and ±100 the full control effect; nearly all actives have a fitted effect of over 55% in size
Target sequence (P10636 561-689 P618L limits assumed): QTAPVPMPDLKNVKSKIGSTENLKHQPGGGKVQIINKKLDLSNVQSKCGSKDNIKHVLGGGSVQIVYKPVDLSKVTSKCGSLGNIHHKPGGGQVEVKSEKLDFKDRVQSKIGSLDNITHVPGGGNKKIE
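Steps: dispense K18 P301L tau (15 uM plus 0.24 uM Alexa 594 tracer, final) in pH 7 sodium acetate; add compound; add heparin (20 uM final); incubate 6 hr, 37 C; add ThT (30 uM final); after 1 hr ambient, read FP.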
Epigenetic reg – epigenetic control regulation, reporter derepression; murine LDR cells, GFP reporter derepression, 30 h; Potency, µM (top dose mostly 53.9 µM), for the others: at the highest dose GFP activation, most hits filed as activators; 0.2% of 280,000 active; AID 1865; further: potency means the concentration at half of the fitted maximal effect; % of control where 0% means no effect; nearly all actives have a fitted effect of over 60% in size
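Reporter derepression read as number of fluorescent GFP-positive objects, 20-120 um in size, counted by laser-scanning cytometer. Mouse LDR line with an epigenetically silenced CMV-GFP locus; compound incubation 30 h, 37 C.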
NPSR antag – neuropeptide S receptor (human) antagonism, cAMP. CHO-NPSR cells, cAMP TR-FRET, antagonist mode. Potency, µM (series often up to 38.3 µM), for inactives: top-dose activity change, negative = inhibition, usual class: inhibitors. 1% of 220,000 active; further: potency means the concentration at half of the fitted maximal effect; on the % scale 0 is the no-effect control and ±100 the full control effect; nearly all actives have a fitted effect of over 50% in size; many of its hits are not listed in these tables
Target sequence (Q6W5P4 whole entry, looked up): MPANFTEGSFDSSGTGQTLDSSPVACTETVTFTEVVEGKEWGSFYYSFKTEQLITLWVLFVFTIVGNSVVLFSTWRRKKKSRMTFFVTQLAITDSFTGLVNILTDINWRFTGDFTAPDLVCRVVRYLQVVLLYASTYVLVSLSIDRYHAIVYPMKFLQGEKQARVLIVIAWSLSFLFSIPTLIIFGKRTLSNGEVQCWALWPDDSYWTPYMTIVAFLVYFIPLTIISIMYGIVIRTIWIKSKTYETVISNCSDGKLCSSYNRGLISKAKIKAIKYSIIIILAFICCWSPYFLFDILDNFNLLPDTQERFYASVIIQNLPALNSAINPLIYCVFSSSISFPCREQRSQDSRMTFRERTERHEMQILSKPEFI
* marks the source's active call; other numbers are inactive results; ? = inconclusive; · = not tested or not shown; [ ] = dose if it differs, or a comment. Unless noted, the call rests on the fitted dose curve; in most records, active means well fitted curve in the direction sought with a large enough effect; inconclusive means small, poorly fitted or top-dose-only effect, or another doubt; inactive means no such curve, though single readings can be large; an effect the other way counts as inactive or inconclusive.

SMILES | aGal spleen mod | TR SRC2 fluor cs | TRb SRC2 PPI | CBFb RUNX1 block | Tau fluor cs | Tau fibril FP | Epigenetic reg | NPSR antag
O=C(Nc1ccc(F)cc1)N1CCc2ccccc2C1 | -1% | -5% | 0% | -16% | -8% | 2% | -0.1% | 16%
Oc1ccc2ccccc2c1N=Nc1ccccc1F | 1% | 0% | -2% | ? | ? | 0% | -0.1% | 5%
O=C(Cc1ccc(Cl)c(Cl)c1)OCC(=O)c1ccc[nH]1 | 3% | 0% | -2% | 17% | -25% | -2% | -0.8% | 14%[46.1 µM]
CC(=O)c1c(OC(=O)c2ccco2)c2ccccc2n1C | 2% | 0% | -2% | 5% | -2% | 4% | 3.5% | -9%[46.1 µM]
Cc1ccc(C)c(CN2CCCN(Cc3cc(C)ccc3C)S2(=O)=O)c1 | · | 3% | 5% | · | -16% | -6% | -1.1% | ·
Brc1ccc(/C=N/Nc2ccccn2)cc1 | -17% | -1% | 3% | -4% | -21% | ? | 5.2% | -1%
C=CCC1(O)C=CCC2C3C4C(OC(C)(C)C)C2C1C34 (stereo unspecified) | 2%[17.5 µM] | -3%[11.2 µM] | 12%[11.2 µM] | 6%[13.1 µM] | -3%[11.6 µM] | -8%[11.6 µM] | 2.2%[10.1 µM] | ·
CCOc1ccc2c(c1)c(N=Nc1cccc(C(=O)O)c1)c(O)n2C | -8% | -1% | 6% | 7% | 3% | 5% | -0.9% | -39%
O=C(CSCCc1ccccn1)Nc1ccc(Br)cn1 | -9% | -2% | 4% | -1% | -12% | -8% | 0.0% | -4%[46.1 µM]
O=C(NC(=S)NCC1CCCO1)c1cccc([N+](=O)[O-])c1 (stereo unspecified) | -3% | 0% | 5% | -5% | 8% | 3% | -0.9% | 4%
CCOc1c2ccc(C(=O)N[C@H](C)C3CCCCC3)cc2nn1CCOC | 9% | -6% | -4% | 20% | -9% | 4% | 5.5% | -2%[46.1 µM]
CC1=N/C(=C\c2ccc3c(c2)OCO3)C(=O)N1c1ccc(C(=O)O)cc1 | 4% | 1% | -1% | -3% | 10% | 2% | -0.9% | -25%
COc1ccc(CNC(=O)c2cnc(N3CCCC3)nc2C)cc1 | · | -2% | -3% | · | -4% | 1% | -5.5% | ·
COc1ccc(Cn2cnc3c4cc(F)ccc4n(C)c3c2=O)cc1 | 5% | 3% | -3% | 5% | -11% | -7% | -0.3% | 3%
Cc1ccc(-c2nc3ccccc3n2C)o1 | 3% | -1% | 9% | 3% | -3% | 3% | 1.4% | -6%[46.1 µM]
CC(C)NC(=O)Cn1ccc2cc(S(=O)(=O)N3CCCCCC3)ccc21 | · | -3% | 2% | · | -5% | -1% | -0.5% | ·
CCOc1cc(C(=O)Nc2cccc(-c3nc4ccccc4o3)c2)cc(OCC)c1OCC | · | 0% | 2% | · | -9% | -16% | -1.6% | ·
CC1CCCCN1C(=O)Nc1ccccc1Cl (stereo unspecified) | -6% | 0% | 1% | -11% | 0% | 2% | -6.2% | 17%
COc1ccc(CNC(=O)Cn2nnc(-c3ccccc3F)n2)cc1 | · | -5% | -2% | · | -13% | -6% | 1.9% | ·
S=c1[nH]nc(-c2ccccc2)n1/N=C/c1cccs1 | -3% | -10% | -9% | -8% | -12% | 4% | -5.7% | -12%[46.1 µM]
O=S(O)S(=O)(=O)O | -1% | 1% | -9% | 2% | · | · | · | ·
CCOc1ccc(NC(=O)CSc2nnc(CNC(=O)C34CC5CC(CC(C5)C3)C4)n2CC)cc1 | · | ? | -4% | · | -19% | 11% | 3.3% | ·
O=C(NCc1cccs1)C1CCN(c2nccs2)CC1 | 3% | 1% | -12% | ? | -4% | 1% | 0.7% | -28%[46.1 µM]
CCOC(=O)/C(N)=C/c1ncc(C(F)(F)F)cc1Cl | 0% | -2% | 2% | 13% | -11% | -8% | -1.8% | 0%[46.1 µM]
COc1cc(NC(=O)CN2C(=O)c3ccccc3S2(=O)=O)c(OC)cc1Cl | 1% | 3% | 3% | 1% | -9% | -3% | -1.2% | -13%[46.1 µM]
Cc1cc(C)cc(NC(=O)N2CCC(NC(=O)c3ccc(F)cc3)CC2)c1 | 10% | 3% | -11% | 0% | 7% | 2% | -8.6% | -6%[46.1 µM]
CCOC(=O)C(NC(=O)CC)(Nc1ccc(S(N)(=O)=O)cc1)C(F)(F)F (stereo unspecified) | 5% | -1% | 1% | 0% | 0% | 1% | -2.4% | -27%
COc1ccc(NCC(=O)N2CCCC2)cc1Cl | -3% | 4% | -2% | 8% | -2% | 2% | 0.0% | 4%
Cc1cs/c(=N\N=C\c2cccc([N+](=O)[O-])c2)n1Cc1ccco1 | 6% | -3% | 5% | -9% | -23% | -8% | 0.0% | -1%[46.1 µM]
CCOC(=O)c1[nH]c(C)c(C(=O)NCc2cccc(OC)c2)c1C | · | -1% | -2% | · | -15% | -1% | 15% | ·
Cc1[nH]c(=O)[nH]c(=O)c1S(=O)(=O)N1CCC(C(=O)N2CCN(Cc3ccccc3)CC2)CC1 | 6% | -6% | 3% | 1% | -4% | 4% | -0.7% | -13%[46.1 µM]
COc1ccc(CN2CCC(CO)(CCOc3ccccc3)CC2)cc1C | -5% | -6% | -6% | 7% | -3% | 1% | 4.9% | 32%
Cc1csc(NC(=O)CN2CCCCCC2)n1 | 1% | -1% | -14% | -2% | -7% | -1% | -1.1% | 2%[46.1 µM]
N#Cc1ccc(S(=O)(=O)N2CCc3[nH]c4ccc(F)cc4c3C2)cc1 | 1% | -4% | 2% | 1% | ? | -7% | -1.4% | 3%[7.67 µM]
CCOC(=O)N1CCN(C(=O)CSCc2nc(-c3ccccc3F)oc2C)CC1 | -6% | -3% | -3% | 1% | -4% | -5% | 0.2% | -9%[46.1 µM]
CC(=O)OCC1OC(C#CCCc2ccccc2)C=CC1OC(C)=O (stereo unspecified) | -4%[17.5 µM] | -1%[11.2 µM] | 0%[11.2 µM] | -8%[13.1 µM] | -9%[11.6 µM] | -11%[11.6 µM] | 0.0%[10.1 µM] | ·
Cc1sc2ncnc(SCC#N)c2c1C | 4% | -1% | 0% | 8% | -9% | 2% | ? | -2%[46.1 µM]
O=C1NC2(CCCCCC2)C(=O)N1CCS(=O)(=O)Oc1ccccc1 | -2% | 1% | -3% | -3% | -4% | -4% | -3.4% | 10%
CCN1c2ccccc2-c2nc(SCC(=O)Nc3cc(C)c(Cl)cc3OC)ncc2S1(=O)=O | · | -1% | -2% | · | -27% | -10% | -1.3% | ·
COc1ccc(Oc2cc(F)nc(N)n2)cc1 | 2% | 1% | 5% | 1% | -5% | 1% | -0.9% | -11%[46.1 µM]
CC1OCC23CC[C@@]4(C)CCC(C)(C)C[C@H]4[C@]2(C)CCC12C3CC[C@@]1(C)C2C(=O)CC(=O)[C@@H]1C (stereo partly specified) | 6% | -1% | 2% | -4% | -12% | -11% | -0.1% | ·
COc1cccc(N2CCN(C(=O)c3cnn(C(C)(C)C)c3C3CCN(C(=O)OC(C)(C)C)CC3)CC2)c1 | · | -4% | 5% | · | -11% | -6% | -0.4% | ·
COc1ccc(C2CC23N=C(c2ccccc2)OC3=O)cc1 (stereo unspecified) | -1% | -2% | -3% | 7% | 13% | 16% | -1.0% | -42%
c1ccc(CNc2oc(-c3ccccc3)nc2-c2ccccc2)cc1 | 4% | 1% | 10% | 13% | 3% | 13% | -0.3% | ·
CC(C)c1cc(C(=O)NCc2ccco2)no1 | -11% | -1% | -7% | -3% | -13% | -19% | 0.8% | -1%[46.1 µM]
O=C(c1cc(-c2ccc(Cl)cc2)on1)N(Cc1ccc(F)cc1)Cc1ccco1 | · | 0% | -4% | · | -13% | -4% | -1.6% | ·
COc1ccc(/C=N/NC(=O)Cn2ccnc2C)cc1OC | 1% | -4% | 1% | 12% | -8% | -8% | 1.1% | -8%
Cc1cc(C=C2C(=O)c3ccccc3C2=O)c(C)n1-c1cccc(C(=O)O)c1 | 0% | -8% | 0% | -17% | -21% | -5% | -0.1% | -33%
COc1ccccc1C(=O)NCC(=O)n1nc(C)cc1C | -4% | -2% | 6% | 10% | 2% | 0% | -1.2% | -1%[46.1 µM]
CC(C)=CCC(C)(C)C1OCCN1C(=O)Nc1ccccc1 (stereo unspecified) | 6% | -1% | 8% | -4% | -7% | -2% | -7.0% | -19%[46.1 µM]
CCc1ccc(C(=O)COC(=O)c2ccc(-c3nnc(-c4ccccc4)o3)cc2)cc1 | 1% | 1% | 7% | 1% | 2% | -2% | -1.9% | -10%[46.1 µM]
CCCOc1ccc2ccccc2c1/C=N/n1cnnc1 | 3% | -4% | -2% | 12% | 1% | 2% | 0.9% | -14%[46.1 µM]
COC(=O)c1ccc(Cn2nc(C)cc2C)cc1 | 7% | -3% | -11% | 7% | -7% | 0% | -1.1% | -3%[46.1 µM]
COc1ccccc1-c1cc(C(=O)Nc2sc3c(c2C#N)CCCC3)no1 | · | 8% | -5% | · | -22% | ? | -0.9% | ·
CCOc1ccc(S(=O)(=O)N(CC(=O)NCCSCc2ccccc2)c2ccccc2)cc1 | · | 1% | -6% | · | -2% | ? | -0.7% | ·
O=C(/C=C/c1ccccn1)c1ccc(Br)cc1O | -3% | -1% | 2% | -3% | -23% | 4% | -1.9% | -10%
COc1ccccc1C(=O)NCC(=O)N/N=C/c1cccc(Cl)c1 | -4% | -2% | -1% | -4% | -12% | -14% | -1.4% | 7%
CCc1cccc(NC(=O)c2cc3c(=O)[nH]c4ccccc4c3n2C)c1 | · | -3% | 6% | · | -18% | ? | 7.5% | ·
Cc1ccc(-c2nc(CS(=O)(=O)CC(=O)N3CCc4ccccc4C3)c(C)o2)cc1 | 4% | -2% | -3% | 3% | -9% | -6% | 0.8% | -25%[46.1 µM]
COc1ccc(N2CCN(C(=O)c3oc4ccccc4c3NC(=O)c3ccccc3OC)CC2)cc1 | · | 4% | -1% | · | ? | ? | 0.0% | ·

Not all compounds are listed (hit frequency here may not be typical).
